Giardia killer: kills Giardia lamblia | Giardia lamblia trophozoite viability | 340,000 tested, 0.15% active | AID 540267 | activity change, % at 7.66 µM, hits read low; in the data active means activity change below about -80%; inconclusive means between about -30% and that limit;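 further: parasites exposed to compound for two days anaerobically before the ATP read; on the % scale 0 is the no-effect control and ±100 the full control effect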
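Trophozoite viability was measured as ATP-dependent luminescence, read 15-30 min after reagent addition. Before that, parasites at 100 cells/well were exposed to compounds for 48 h, anaerobically, at 37 deg C.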
ASM inhibitor: blocks human secretory acid sphingomyelinase. Potency, µM (series often up to 57.5 µM), for the others: top-dose activity change, negative = inhibition, most hits filed as inhibitors. 340,000 tested, 0.006% active. P17405. AID 504937. placental ASM, HMU-PC fluorogenic substrate, 60 min; further: potency means the concentration at half of the fitted maximal effect
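qHTS format. ASM enzyme prepared from human placenta hydrolyses the fluorogenic substrate HMU-PC0 (9 uM final) over 60 min at 37 °C after a 10 min compound preincubation.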
Integrin act MD: activators of alpha7 integrin expression for muscular dystrophy; alpha7betagal myoblasts, beta-gal FDG fluorescence, 48 h; Potency, µM (highest dose often 38.3 µM), without a hit: top-dose activation, actives largely listed as activators; 350,000 tested, 0.064% active;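 further: potency means the concentration at half of the fitted maximal effect; 100% = response of the positive control SU9516; nearly all actives have a fitted effect of over 60% in size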
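alpha7betagal+/- myoblasts (passage 13, 250/well) treated 48 h at 37C with compounds at 1:260 dilution of DMSO stock. Lysed, then beta-galactosidase activity read as FDG fluorescence (ex 480/em 540) after 30 min, with pre-read for autofluorescence.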
BCR signal inh: chronic active BCR signaling inhibition; ABC-DLBCL IkBa-CBG/CBR reporter, luminescence ratio, 4 h; Potency, µM (doses to about 46.1 µM), inactives show at the top dose ratio change, negative = lower green/red ratio, hits mostly inhibitors; 340,000 tested, 0.05% active; AID 493014; active means well fitted inhibition curve with a large enough effect in the signal ratio, with a control signal flat, not every such curve was filed as active; inconclusive means small, poorly fitted or top-dose-only effect, or effect the other way, or a change in a side signal; the % refers to the signal ratio;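 further: potency means the concentration at half of the fitted maximal effect; plate controls were basal doxycycline-induced cells for no effect and cells given 10 µM MG132 for full effect; MG132 reads +100%, hits lower the ratio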
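Compounds up to 46 uM were incubated four hours with TMD8 cells whose green CBG68 luciferase is fused to IkappaBalpha; red CBR luminescence normalised the signal, and concentration-effect curves were fitted to fusion, red and ratio data.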
TSG101-PTAP inh: blocks PTAP/TSG101 interaction to inhibit HIV-1 budding. Fluorescence polarization, FITC-PTAP peptide / Tsg101 binding. Potency, µM (doses to about 115 µM), inactives show top-dose activity change, negative = inhibition, most hits filed as inhibitors. AID 493005. 340,000 tested, under 10 active. Q99816; active means well fitted inhibition curve with a large enough effect in the main read-out, with a control signal flat, not every such curve was filed as active; inconclusive means small, poorly fitted or top-dose-only effect, or effect the other way, or a change in a side signal; inactive means no such curve, though single readings can be large or run the other way; further: potency means the concentration at half of the fitted maximal effect; % of control where 0% means no effect
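Tsg101 binding domain (10 uM final) was mixed with compound and a FITC-labeled PTAP peptide (50 nM final) in HEPES pH 7.5 buffer with NaCl, Tween 20, EDTA and TCEP; fluorescence polarization was read after 20 min at r.t.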
Coupling enz: inhibits coupling enzyme system, counter-screen for aldolase hits. AID 2472. 290,000 tested, 0.67% active. coupling enzyme system counterscreen, AmpLite Red fluorescence. activity change, negative = inhibition, % at 58.2 µM, hits read low; in the data active means activity change below about -30%; further: on the % scale 0 is the no-effect control and ±100 the full control effect
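Counterscreen of the coupled detection system alone, without aldolase: glyceraldehyde-3-phosphate coupling enzymes plus AmpLite Red readout. Compounds at 57.5 uM final, 10 min RT preincubation, 20 min RT reaction, fluorescence 525/598 nm.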
PKM2 act: increases activity of human pyruvate kinase M2; purified PKM2, Kinase-Glo ATP luminescence, activation; response scale: 0% is enzyme alone, no compound; P14618; Potency, µM (highest dose often 57.5 µM), for the others: top-dose activation, actives largely listed as activators; 260,000 tested, 0.34% active; further: potency means the concentration at half of the fitted maximal effect; on the % scale 0 is the no-effect control and ±100 the full control effect; nearly all actives have a fitted effect of over 55% in size
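Purified hPK-M2 (>95%) run at intermediate activity with 0.1 mM ADP and 0.5 mM PEP in 50 mM imidazole pH 7.2, KCl, MgCl2; 1 h room temperature. ATP formed read by Kinase-Glo luminescence; normalized to uninhibited and no-enzyme controls.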
B2AR arrestin: recruits beta-arrestin to the human beta2-adrenergic receptor; beta-arrestin recruitment to beta2AR, cell-based reporter; 330,000 tested, 0.02% active; Potency, µM (series often up to 46.1 µM), inactives show at the highest dose activation, most hits filed as activators; P07550; AID 492947;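 further: potency means the concentration at half of the fitted maximal effect; 0% = DMSO controls and full agonism = EC100 isoproterenol or metaproterenol; nearly all actives have a fitted effect of over 65% in size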
Target sequence (P07550 whole entry, looked up): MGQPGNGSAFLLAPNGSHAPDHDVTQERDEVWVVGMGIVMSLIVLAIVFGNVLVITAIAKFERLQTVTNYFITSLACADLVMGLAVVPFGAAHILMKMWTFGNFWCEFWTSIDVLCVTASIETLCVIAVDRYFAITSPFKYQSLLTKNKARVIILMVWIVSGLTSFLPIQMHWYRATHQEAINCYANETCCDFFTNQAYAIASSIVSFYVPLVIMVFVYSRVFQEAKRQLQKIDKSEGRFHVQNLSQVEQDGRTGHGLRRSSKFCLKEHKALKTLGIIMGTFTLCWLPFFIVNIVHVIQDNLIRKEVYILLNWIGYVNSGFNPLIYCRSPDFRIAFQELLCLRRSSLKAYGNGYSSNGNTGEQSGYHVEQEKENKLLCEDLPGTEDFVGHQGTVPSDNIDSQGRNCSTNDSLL
Tb PFK block: blocks T. brucei phosphofructokinase. T. brucei PFK, ADP-Glo luminescence. Potency, µM (highest dose often 57.5 µM), without a hit: at the highest dose activity, negative = inhibition, hits mostly inhibitors. 330,000 tested, 0.17% active. AID 485367;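 further: potency means the concentration at half of the fitted maximal effect; 0% = uninhibited 1x PFK enzyme wells and -100% = no-enzyme wells; nearly all actives have a fitted effect of over 60% in size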
Target sequence (O15648 whole entry, looked up): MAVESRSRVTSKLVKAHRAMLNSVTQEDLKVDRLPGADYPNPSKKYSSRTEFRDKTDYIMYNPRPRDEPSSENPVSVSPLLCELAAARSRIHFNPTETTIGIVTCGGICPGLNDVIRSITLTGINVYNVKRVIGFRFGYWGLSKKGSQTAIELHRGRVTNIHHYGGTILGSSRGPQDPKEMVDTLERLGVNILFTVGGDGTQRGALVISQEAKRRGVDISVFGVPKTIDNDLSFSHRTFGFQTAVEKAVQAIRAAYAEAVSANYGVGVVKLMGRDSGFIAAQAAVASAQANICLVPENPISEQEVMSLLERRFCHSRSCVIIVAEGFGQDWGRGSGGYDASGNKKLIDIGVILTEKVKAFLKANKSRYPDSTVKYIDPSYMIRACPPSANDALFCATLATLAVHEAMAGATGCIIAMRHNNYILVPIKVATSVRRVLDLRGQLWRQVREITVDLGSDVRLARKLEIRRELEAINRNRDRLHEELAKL
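In TEA buffer at pH 8.0 with 5 mM MgCl2, enzyme (1.25 nM) converted F6P (0.5 mM) and ATP (0.1 mM) for 45 min at room temperature. ADP product was read by luciferase luminescence.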
Menin MLL FP TR: inhibitors of human menin-MLL interaction, mutant MLL peptide. O00255. Menin + Texas Red MLL mutant peptide, fluorescence polarization. Potency, µM (highest dose often 61.6 µM), inactives show at the highest dose FP activity change, negative = inhibition, usual class: inhibitors. 270,000 tested, 0.23% active. AID 1768; active means well fitted inhibition curve with a large enough effect in the polarisation, with a control signal flat, not every such curve was filed as active; inconclusive means small, poorly fitted or top-dose-only effect, or effect the other way, or a change in a side signal; inactive means no such curve, though single readings can be large or run the other way; the % refers to the polarisation; further: potency means the concentration at half of the fitted maximal effect; % of control where 0% means no effect; many of its hits are not listed in these tables
GALK inhibitor: blocks human galactokinase activity; Purified GALK, Kinase-Glo residual ATP luminescence; Potency, µM (titrated, usually from 57.5 µM), for inactives: at the highest dose activity change, negative = inhibition, hits mostly inhibitors; 270,000 tested, 0.007% active; AID 1868; further: potency means the concentration at half of the fitted maximal effect; on the % scale 0 is the no-effect control and ±100 the full control effect
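Galactose (100 uM) and ATP (35 uM) were turned over by 5 nM GALK for 1 h at RT. Kinase-Glo Plus then converted the remaining ATP into a luminescent signal.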
Numbers without * were called inactive; ? = inconclusive; . = not tested or not shown; & = joins results of further samples; [ ] = another dose, or the depositor's remark. Unless noted, the call rests on the fitted dose curve; in most records, active means well fitted curve in the direction sought with a large enough effect; inconclusive means small, poorly fitted or top-dose-only effect, or another doubt; inactive means no such curve, though single readings can be large; an effect the other way counts as inactive or inconclusive. A portion of the library. The share of hits here may be higher or lower than overall.

SMILES	Giardia killer	ASM inhibitor	Integrin act MD	BCR signal inh	TSG101-PTAP inh	Coupling enz	PKM2 act	B2AR arrestin	Tb PFK block	Menin MLL FP TR	GALK inhibitor
S=C1NC(c2cccs2)=CC(c2ccc(Br)cc2)N1 (stereo not given)	0.5	-2.5%	18.0%	4.3%	-2.7%	5.4	2.3%	-0.3%	-10.4%	-17.8%	0.7%
Cc1cc(=O)n2[nH]c(C)cc2n1	-0.9	-1.8%	4.7%	4.0%	-0.8%	-2.1	-0.2%	-0.4%	0.9%	1.3%	-0.4%
O=C(COC(=O)c1cc(S(=O)(=O)N2CCOCC2)ccc1F)Nc1ccc(Cl)cn1	-17.6	8.3%	4.8%	?	0.8%	.	.	-0.9%	-0.6%	.	.
Cc1ccc(CNc2nc(N)c([N+](=O)[O-])c(Nc3cccc(F)c3)n2)cc1	13.4	-8.3%	-6.8%	-16.5%	-4.1%	0.5	-2.6%	0.0%	-1.4%	?	1.9%
O=C(CSc1nnc(CNc2ccc(F)cc2)o1)N1CCCc2ccccc21	11.7	0.6%	-11.5%	-0.1%	-4.1%	0.3	1.7%	-0.4%	26.9µM*	7.4%	-0.9%
Nc1nc(SCc2nc3scc(-c4ccccc4)c3c(=O)[nH]2)n[nH]1	0.8	2.3%	-18.6%	?	-3.7%	-8.8	22.7%	-0.1%	0.5%	.	-0.3%
COc1cc(NC(=O)COc2cc(C)cc3oc(=O)c(C)c(C)c23)cc(OC)c1OC	12.0	-10.8%	11.6%	-1.5%	-5.0%	6.4	.	0.4%	0.2%	5.0%	-3.9%
N#C/C(=N\Nc1c(Cl)cccc1Cl)C(=O)NN	-17.3	0.8%	4.8%	9.0%	1.7%	0.4	2.7%	-0.2%	0.2%	.	-3.4%
CCOC(=O)c1c(-c2ccccc2)oc2ccc(O)c(CN3CCOCC3)c12	5.6	-1.8%	-16.0%	?	1.2%	-2.5	5.8%	0.1%	-5.6%	-21.6%	-1.6%
Cc1ccc(NC(=O)c2ccc(NCCCN3CCC(C)CC3)c([N+](=O)[O-])c2)c(C)c1	-24.1	-10.4%	-59.2%[inhibitor]	-1.7%	-1.2%	5.0	.	0.1%	2.4%	-1.5%	-0.5%
CCCC(CCC)C(=O)O	8.4&-15.5	-0.8%&1.8%	.	2.4%	1.4%&-0.6%	-7.2&3.9	.	-0.1%	-0.8%	-5.1%&10.4%&4.9%&-9.5%	.
CC(CCc1ccccc1)NC(=O)COC(=O)c1cccnc1Cl (stereo not given)	26.0	-1.5%	0.0%	0.1%	-3.9%	.	.	-1.3%	4.1%	.	.
CCCN(CC(=O)Nc1ccccc1C)C(=O)COc1c(Cl)cccc1Cl	-5.8	-0.8%	4.6%	-0.3%	-3.3%	.	.	0.0%	-7.7%	.	.
O=C(COC(=O)CCC1CCCC1)Nc1ccc(F)cc1	3.6	-0.6%	4.9%	-2.6%	-7.0%	.	.	-0.1%	1.7%	.	.
CN(C)c1cccc2c(/C=N/O)ccc(N(C)C)c12	10.4	1.1%	-9.7%	-2.6%	0.3%	-20.2	10.8%	-1.0%	-0.9%	-9.0%	-1.8%
COC(=O)CCCC(=O)N1CCC(n2nccc2NC(=O)CCOc2ccccc2)CC1	-5.4	1.8%	0.7%	?	-2.0%	2.8	-6.8%	0.3%	-9.0%	2.7%	-3.6%
O=C(COC(=O)c1cc[n+]([O-])cc1)Nc1ccc(SC(F)F)cc1	10.5	-1.7%	30.5%	-1.2%	-2.9%	0.8	-3.7%	-1.2%	1.6%	.	-2.0%
Cc1cc(C(=O)NNC(=S)NCc2ccco2)nn1C	-0.1	8.0%	3.0%	0.5%	-3.9%	-1.2	-20.6%	0.0%	-1.3%	0.7%	8.8%
Cc1cc(C)c(S(=O)(=O)Nc2ccnc(-c3cccnc3)n2)c(C)c1	7.1	1.8%	-31.0%	8.7%	-1.5%	6.5	-1.9%	0.0%	1.1%	0.5%	-1.2%
O=C(Nc1ccccc1)c1cc([N+](=O)[O-])ccc1NCc1cccnc1	0.3	-15.9%	?	-0.1%	-15.1%	-5.2	12.8%	-0.2%	0.0%	1.9%	1.7%
CSCCC(NC(=O)c1ccccc1)C(=O)OCC(=O)N(C)CCC#N (stereo not given)	-3.9	3.3%	-17.2%	0.5%	-3.1%	-1.0	-1.2%	0.2%	0.1%	-13.6%	0.8%
Cc1ccc(CC(NC(=O)C2CCCCC2)C(=O)O)cc1 (stereo not given)	-4.0	-3.4%	19.8%	5.4%	-8.3%	.	.	-0.9%	0.6%	.	.
C=C(C)c1cccc(C(C)(C)NC(=O)N2CCC(C(N)=O)CC2)c1	7.5	0.3%	19.6%	-1.6%	2.3%	0.8	.	0.0%	-3.4%	13.2%	7.0%
CC(=O)c1c[nH]c(C(=O)NC2CCCCCC2)c1	18.1	-0.8%	5.1%	-0.4%	-3.3%	.	-6.8%	0.0%	0.6%	.	-0.6%
Cc1nonc1OCCCNc1ccc([N+](=O)[O-])cc1Cl	16.4	-8.5%	1.5%	?	-1.9%	0.6	5.4%	0.0%	-1.1%	?	0.6%
CN(Cc1nccn1C)C(=O)c1cc(COc2cccc(C(F)(F)F)c2)on1	9.9	-1.3%	-11.5%	-2.7%	-1.0%	.	.	0.3%	-0.7%	.	-4.0%
CCc1nnc(NC(=O)CC(=O)Nc2ccccc2C(=O)O)s1	-3.3	3.3%	2.0%[7.66 µM]	1.3%	-6.1%	-0.6	-2.2%	-0.8%	1.7%	2.4%	-0.9%
O=C(Cc1ccccc1[N+](=O)[O-])NNC(=O)c1ccncc1	-7.0	9.5%	?	-0.6%	-5.7%	.	.	-0.1%	-6.1%	.	.
Cc1cc(C(=O)NC(C)c2ccncc2)cs1 (stereo not given)	-14.7	4.3%	21.3%[7.66 µM]	-0.2%	-5.9%	-0.6	-2.6%	-1.7%	4.6%	1.7%	1.0%
O=C(NCCC1CCCCN1S(=O)(=O)c1ccc(F)cc1)C(=O)NCc1ccccn1 (stereo not given)	-6.7	0.5%	-18.3%	6.5%	-2.0%	.	.	0.1%	-2.8%	.	.
Cc1ccc(NC(=O)c2cc(-c3ccc(C)o3)nc3ccccc23)cc1	-17.0	17.3%	-25.0%	?	0.0%	-1.9	?	-0.6%	-12.8%	?	-1.5%
Cc1nn(-c2ccc(F)cc2)c2nc(N)c(C#N)c(-c3ccc(O)c(O)c3)c12	-4.7	3.4%	25.8%	1.8%	0.6%	0.5	.	0.1%	-3.5%	?	.
CC(=O)Nc1sc(N/N=C\c2ccccc2Cl)nc1-c1cccs1	14.3	-0.3%	-18.6%	?	-0.9%	-3.2	-24.9%	-0.8%	0.5%	-15.8%	4.5%
C=CCN1CCN(c2ccncc2S(=O)(=O)N2CCOCC2)CC1	3.9	-0.2%	6.6%	?	1.8%	0.5	-8.0%	-1.8%	0.8%	-12.5%	-1.7%
COc1ccccc1NC(=O)c1cc(S(=O)(=O)NCc2ccccc2)ccc1F	-11.0	-3.2%	21.5%	-3.9%	-2.0%	-0.3	-7.6%	-0.4%	-5.0%	-3.4%	2.1%
CCCCN(CC)CCCNC(=O)c1cn(-c2ccc(OC)cc2)c(=O)c2ccccc12	-27.9	-1.0%	-16.7%	0.2%	0.9%	1.5	.	-0.1%	0.3%	-14.1%	.
COc1ccc(N(C)S(=O)(=O)c2cccc(C(=O)NC3=NCCS3)c2)cc1	-8.1	4.8%	?	3.8%	-4.8%	-2.9	-20.5%	-0.1%	-4.8%	?	3.4%
COc1cc(NC(=O)c2ccco2)c(OC)cc1NC(=O)CCC(=O)Nc1cccc(C)c1C	-15.9	2.6%	-29.4%	4.5%	-5.3%	0.7	2.5%	-0.2%	0.6%	-0.1%	-1.4%
Cc1cc(C(=O)Nc2nnc(C(F)(F)F)s2)no1	9.5	4.4%	?	?	-6.8%	-8.7	-0.2%	-0.1%	-0.9%	13.6%	1.9%
CC(=C/C(=O)O)/C=C/c1ccc(Cl)o1	-1.5	-2.2%	-15.3%	?	-4.0%	0.1	2.5%	-0.2%	-22.4%	4.8%	0.8%
